Screens as filed in PubChem.
Wnt act – Wnt/beta-catenin pathway activation; Wnt/beta-catenin reporter cell assay, activator, plate reader; activation, % at 9.35 µM; 300,000 tested, 1.2% active; in the data active means activation above about 30%, passing the limit was not always enough;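 further: 0% = neutral control wells and 100% = positive control wells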
CAL PDZ FP-1 – human CAL PDZ-peptide interaction inhibition. Q9HD26. purified CAL PDZ, TMR-peptide fluorescence polarization, 1 h. inhibition, % at 20 µM. 330,000 tested, 0.02% active. AID 504414;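 active means highest replicate inhibition of at least 40%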;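 further: plate controls were DMSO neutral control wells for no effect and unlabeled competitor peptide control wells for full effect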
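Test system: purified CerCALP PDZ construct; Compound dosing: one concentration, 20 µM compound; Also added: TMR-labelled reporter peptide T*-PRC34 bound in PDZ groove; Read-out: inhibition from polarization loss; Controls: unlabelled peptide and DMSO controls; Signal: FP readout, S and P plane fluorescence; Incubation: 1 h at RT.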
AddAB inh – less growth of phage-infected E. coli with AddAB; E. coli expressing H. pylori AddAB, absorbance growth; inhibition, % at 11.9 µM; 330,000 tested, 0.29% active; in the data active means inhibition above about 12%;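 further: 0% = vehicle wells of infected cells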
Ecoli viability – counter-screen for AddAB inhibitors: E. coli growth inhibition; inhibition, % at 11.9 µM; E. coli V3065 growth, OD600 absorbance, 18 h; 330,000 tested, 0.27% active;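 active means inhibition above the campaign's mean inhibition across all tested compounds plus 3 SD, cut at about 9.9% in these data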;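 further: uninfected addAB+ strain grown without phage in ampicillin broth; 0% = DMSO wells and 100% = ciprofloxacin 0.95 µg/ml wells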
CAL PDZ FP-2 – inhibitors of human CAL PDZ peptide binding; Q9HD26; purified CAL PDZ, TMR-peptide fluorescence polarization, 1 h; inhibition, % at 24.9 µM; 300,000 tested, 0.92% active; AID 602252;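 active means mean inhibition of at least 30% with at least half of replicates also reaching 30%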;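 further: 0% = DMSO neutral control and 100% = excess unlabeled competitor peptide PRC23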
phage Ecoli inh – E. coli growth loss with phage present; inhibition, % at 11.9 µM; growth absorbance; 360,000 tested, 0.26% active; in the data active means inhibition above about 11%
SR-BI uptake up – SR-BI HDL lipid transfer activation. CHO ldlA[mSR-BI] cells, DiI-HDL uptake fluorescence, 3 h; 100 = double the neutral-control signal. AID 504775. 320,000 tested, 0.096% active. activation, % at 12.5 µM;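 active means mean replicate activation of at least 60% and every replicate at or above 60%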;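 further: 0% = median plate neutral-control signal and 100% = twice that signal; values of inactives mirror those of a sister screen read the other way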
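System: LDL receptor-deficient CHO ldlA cells overexpressing murine SR-BI | Timing: 3 h uptake period with compound, 37 °C | Medium: HEPES-buffered (25 mM, pH 7.4) F12 plus 0.5% BSA | Dosing: Single-point compound dose | Signal: Bottom-read fluorescence, 550/595 nm | Read-out: Retained DiI signal reflecting DiI-HDL uptake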
Tat export inh – inhibitors of E. coli Tat protein transport; E. coli MC4100 TorA-mCherry Tat export, fluorescence; inhibition, % at 10 µM; 340,000 tested, 0.036% active;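 active means mean replicate inhibition at least 50% and at least half of replicates individually reaching 50%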;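 further: exported cargo escapes ClpAP degradation while cytoplasmic cargo is degraded and loses fluorescence; 0% = median of neutral control wells and 100% = median of NaSCN control wells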
SR-BI DiI inh – blocks mouse SR-BI lipid uptake from DiI-HDL; 320,000 tested, 0.96% active; ldlA[mSR-BI] CHO cells, DiI-HDL uptake fluorescence, 3 h; inhibition, % at 12.5 µM;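 active means mean replicate inhibition of at least 70% and a set share of replicates each scoring 70 or more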;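 further: 0% = median of neutral control wells and 100% = median of positive control wells; values of inactives mirror those of a sister screen read the other way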
Target sequence (Q61009 whole entry, looked up): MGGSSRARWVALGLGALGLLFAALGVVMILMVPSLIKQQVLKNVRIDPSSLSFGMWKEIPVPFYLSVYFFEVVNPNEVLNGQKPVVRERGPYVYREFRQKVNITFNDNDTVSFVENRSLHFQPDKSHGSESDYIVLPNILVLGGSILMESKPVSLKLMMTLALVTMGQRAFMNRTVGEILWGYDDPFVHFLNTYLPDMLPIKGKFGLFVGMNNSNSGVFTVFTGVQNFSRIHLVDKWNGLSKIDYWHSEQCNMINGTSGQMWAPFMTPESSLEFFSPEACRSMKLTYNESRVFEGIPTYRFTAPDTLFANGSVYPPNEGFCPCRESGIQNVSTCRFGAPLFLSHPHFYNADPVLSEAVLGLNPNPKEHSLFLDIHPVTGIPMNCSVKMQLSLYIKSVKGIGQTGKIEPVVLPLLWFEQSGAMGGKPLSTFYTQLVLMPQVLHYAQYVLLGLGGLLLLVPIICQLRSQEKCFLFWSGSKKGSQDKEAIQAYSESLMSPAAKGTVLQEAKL
MITF TRPM1 HTS – increases MITF-driven TRPM1 promoter luciferase signal | SK-MEL-5 TRPM1-promoter luciferase, 24 h; % of positive control, neutral wells = 0 | activation, % at 12.5 µM | 300,000 tested, 0.75% active;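 active means mean activation of at least 80% with every replicate also reaching 80%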;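 further: 0% = neutral control wells and 100% = parthenolide positive control wells; values of inactives mirror those of a sister screen read the other way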
Active calls of the source: *; / = no result given.

entry	Molecule	Wnt act	CAL PDZ FP-1	AddAB inh	Ecoli viability	CAL PDZ FP-2
1	CC(=O)c1cccc(NC(=O)CN(c2ccc(C)cc2)S(=O)(=O)c2cccc3nonc23)c1	/	-1.3	0.6	-1.2	0
2	COCCN(Cc1nc2ccccc2c(=O)[nH]1)C(=O)COc1ccccc1-c1ccccc1	-6	-2.2	/	/	/
3	Cc1ccc(NC(=O)c2n[nH]c(=O)c3ccccc23)cc1S(=O)(=O)N1CCOCC1	-3	-3.0	0.9	0.3	-3
4	O=C1CC(c2ccccc2)=NN1c1ccc([N+](=O)[O-])cc1	6	-0.7	1.8	-0.8	2
5	COC(=O)c1ccc(COc2ccccc2/C=N/Nc2cccc(C(=O)O)c2)cc1	1	-0.6	/	/	/
6	Cc1cc(=O)c2cc(Br)ccc2[nH]1	-5	/	-0.8	-3.4	0
7	Cc1cc(NC(=O)Nc2ccc(Cl)c(Cl)c2)no1	16	0.1	5.3	0.6	/
8	COc1cccc(C(=O)Nc2ccccc2NC(=O)c2cccc(OC)c2)c1	0	-2.4	-2.1	0.8	1
9	O=C(Cn1nc(CNc2ccc(Br)cc2)[n+]2c1CCCCC2)c1ccc([N+](=O)[O-])cc1	0	0.8	0.6	-0.3	/
10	CCn1c(SCC(=O)O)nnc1C1CCCCC1	1	-2.3	0.6	-0.7	-2

entry	phage Ecoli inh	SR-BI uptake up	Tat export inh	SR-BI DiI inh	MITF TRPM1 HTS
1	1.8	-24	10	24	2
2	0.7	2	0	-2	-13
3	4.3	-39	1	39	6
4	4.1	-46	-2	46	29
5	4.2	19	9	-19	52
6	3.1	8	-9	-8	/
7	6.7	-22	-1	22	/
8	2.2	-3	0	3	-8
9	1.2	-9	4	9	3
10	1.6	32	2	-32	-10

(further entries)
entry	Molecule	Wnt act	CAL PDZ FP-1	AddAB inh	Ecoli viability	CAL PDZ FP-2
11	O=C(CCC(=O)c1ccc(F)cc1)Nc1cc(Cl)cc(Cl)c1	/	-1.6	4.0	-0.3	-1
12	CCOCCCn1cnc2c(c1=O)c1nc3ccccc3nc1n2-c1ccc(C)cc1	/	-2.0	1.4	1.0	/
13	CN(C)S(=O)(=O)c1ccc(C(=O)NCc2ccccc2)cc1	/	-0.2	5.9	2.3	-2
14	O=C(COc1ccccc1)Nc1ccc2oc(=O)ccc2c1	1	-2.1	0.7	2.5	-2
15	CCOc1ccc(C(=O)Nc2ccccc2-c2ccccc2)cc1Cl	-5	-4.3	-3.4	-1.7	/
16	CCOC(=O)N1CCN(S(=O)(=O)c2c(C)[nH]c(=O)[nH]c2=O)CC1	/	-1.8	2.2	0.6	/
17	NC(=O)c1ccc(Br)c(S(=O)(=O)N2CCCCC2)c1	-1	-1.1	1.8	0.1	-1
18	CCOC(=O)C1=C(CC)Nc2ccccc2N=C1NC(=O)CCNC(C)=O	0	-1.2	2.0	2.5	-4
19	O=C(Cn1c(=O)oc2ccccc21)Nc1n[nH]c(=S)s1	-5	-0.3	1.5	-0.4	-10
20	CCN(c1ccccc1)S(=O)(=O)c1ccc(Cl)c(C(=O)N2CCCC2)c1	-3	-0.3	-1.5	-2.1	/

entry	phage Ecoli inh	SR-BI uptake up	Tat export inh	SR-BI DiI inh	MITF TRPM1 HTS
11	2.8	5	3	-5	14
12	1.4	6	-8	-6	-12
13	6.5	/	-1	/	-5
14	0.4	-4	4	4	29
15	2.6	-41	-2	41	10
16	1.2	23	2	-23	-1
17	1.8	-1	0	1	-5
18	-0.3	9	22	-9	21
19	1.1	11	-10	-11	11
20	1.1	6	-2	-6	-9

Ordered by value in AddAB inh (highest first): 3 of the compounds above
entry | Molecule | Wnt act | CAL PDZ FP-1 | AddAB inh | CAL PDZ FP-2 | phage Ecoli inh | SR-BI uptake up | Tat export inh | SR-BI DiI inh | MITF TRPM1 HTS
13 | CN(C)S(=O)(=O)c1ccc(C(=O)NCc2ccccc2)cc1 | / | -0.2 | 5.9 | -2 | 6.5 | / | -1 | / | -5
12 | CCOCCCn1cnc2c(c1=O)c1nc3ccccc3nc1n2-c1ccc(C)cc1 | / | -2.0 | 1.4 | / | 1.4 | 6 | -8 | -6 | -12
20 | CCN(c1ccccc1)S(=O)(=O)c1ccc(Cl)c(C(=O)N2CCCC2)c1 | -3 | -0.3 | -1.5 | / | 1.1 | 6 | -2 | -6 | -9

Later entries.
entry	Molecule	Wnt act	CAL PDZ FP-1	AddAB inh	Ecoli viability	CAL PDZ FP-2
21	CCOC(=O)N1CCN(CC(O)c2c[nH]c3ccccc23)CC1 (centres undefined)	0	-0.7	-1.6	-1.1	-2
22	Cc1coc2cc3oc(=O)c(CCC(=O)N4CCC(C(=O)O)(c5ccccc5)CC4)c(C)c3cc12	1	0.5	3.7	0.5	-7
23	CCOC(=O)c1cc(C)n(-c2c(C)n(C)n(-c3ccccc3)c2=O)c1C	/	-0.1	3.6	0.4	8
24	COCCN1CCC(CNCc2c(C(=O)N3CCCCC3)nc3c(C)cccn23)C1 (centres undefined)	-4	-2.1	-0.2	-0.6	-5
25	COCCN(CCOC)C(=O)c1c[nH]c2ccc(S(=O)(=O)N(C)c3ccc(F)cc3)cc2c1=O	/	-2.4	0.9	-0.2	/
26	O=C(CNC(=O)c1ccco1)OC(C(=O)c1ccccc1)c1ccccc1 (centres undefined)	-2	-0.6	0.9	-1.5	2
27	CC(C)(C)c1nnc(NC(=S)Nc2ccccc2)s1	17	-0.1	-2.4	-4.0	-2
28	O=C(CNC(=S)N(CCCN1CCOCC1)Cc1cccs1)NC1CC1	0	-0.4	3.3	1.0	/
29	CCC(=O)Nc1ccc(NC(=O)CSc2nnc(-c3ccco3)n2C)cc1	-3	-2.7	3.2	-1.8	-1
30	CC(C)c1ccc(NC(=O)CSc2n[nH]c(=O)n2Cc2ccco2)cc1	1	/	2.3	1.5	/

entry	phage Ecoli inh	SR-BI uptake up	Tat export inh	SR-BI DiI inh	MITF TRPM1 HTS
21	1.0	/	0	/	/
22	1.5	13	1	-13	-20
23	1.6	1	8	-1	15
24	-2.7	/	-1	/	-10
25	2.0	16	-5	-16	6
26	3.6	/	33	/	-5
27	2.7	0	-7	0	53
28	4.6	-12	-7	12	6
29	0.3	/	4	/	7
30	2.3	/	/	/	/

(listing goes on)
entry	Molecule	Wnt act	CAL PDZ FP-1	AddAB inh	Ecoli viability	CAL PDZ FP-2
31	Cc1ccc(Cn2c(N3CCCCCC3)nc3c2c(=O)[nH]c(=O)n3C)cc1	0	/	3.6	1.4	-9
32	CNC(=O)c1cc2c(=O)n3cc(C)ccc3nc2n(C(C)C)c1=N	/	-1.8	1.2	0.3	0
33	Cc1cccc2cc(C#N)c(SCC(=O)Nc3ccccc3N3CCOCC3)nc12	-2	/	2.9	-1.1	0
34	Cc1cc(C)nc(-n2ncc(C#N)c2N)n1	-4	-1.1	3.9	3.7	-5
35	NC(=O)c1c(NC(=O)c2cnccn2)sc2c1CCCC2	11	-1.3	-1.2	-0.7	-5
36	C=CCn1c(N)c(C(=O)N2CCOCC2)sc1=S	/	-1.4	1.6	0.2	14
37	O=C(CN1CCN(c2ccccn2)CC1)Nc1ccccc1C(=O)Nc1ccccc1	-2	-3.6	0.3	0.9	-2
38	Cc1ccc(S(=O)(=O)NCCNC(=O)c2nonc2N)cc1	4	-1.6	0.6	0.7	1
39	COC(=O)c1cnn2c3c(c(C)nc12)CCCC3	/	1.2	-0.3	-1.7	/
40	Cc1cc(Br)ccc1SCC(=O)OCC(=O)Nc1ncc(C(F)(F)F)cc1Cl	0	-2.2	1.0	0.4	-2

entry	phage Ecoli inh	SR-BI uptake up	Tat export inh	SR-BI DiI inh	MITF TRPM1 HTS
31	0.2	31	4	-31	3
32	0.0	5	-4	-5	-3
33	2.5	5	2	-5	-9
34	0.8	2	5	-2	13
35	3.5	-49	-4	49	63
36	2.7	15	1	-15	-1
37	0.8	3	15	-3	4
38	1.6	-5	2	5	-2
39	2.0	-25	15	25	2
40	0.5	8	8	-8	4

Individual results from the list:
compound 29 | phage Ecoli inh = 0.3
compound 33 | CAL PDZ FP-2 = 0

More compounds follow.
entry	Molecule	Wnt act	CAL PDZ FP-1	AddAB inh	Ecoli viability	CAL PDZ FP-2
41	Cc1c(Cl)cccc1NC(=O)[C@@H](NC(=O)c1ccccc1Cl)C(C)C	/	-2.8	-1.0	-0.3	-1
42	CC(=O)N(Cc1cccnc1)Cc1cc2ccc(C)cc2[nH]c1=O	-8	-2.5	2.8	-0.5	0
43	CC1CCCC(NC(=O)C2CCC(CNc3c(N4CCCC4)c(=O)c3=O)CC2)C1C (centres undefined)	0	-0.7	1.9	0.2	0
44	COc1cc(C(=S)N2CCOCC2)cc(OC)c1OC	1	-0.6	-2.4	3.9	-5
45	O=C(Nc1ccon1)Nc1ccc(Cl)cc1Cl	7	-2.9	0.1	1.9	-2
46	Cc1noc(NS(=O)(=O)c2ccc(NC(=O)COc3ccc(Cl)cc3Cl)cc2)c1C	/	-1.9	6.3	-0.1	-2
47	O=C1CNC(=O)/C1=C\c1ccc(O)cc1	-1	-0.4	1.2	-1.6	-2
48	O=C(CO/N=C/c1ccc(Cl)cc1Cl)NNC(=O)c1cccc(Cl)c1	-2	-1.9	3.5	-1.7	-5
49	CCc1c(C)sc(NC(=S)Nc2nc(C)cc(C)n2)c1C(=O)OC	-2	0.8	0.9	3.6	/
50	C[C@H](CO)N1C[C@H](C)[C@@H](CN(C)C(=O)Nc2ccc3c(c2)OCO3)Oc2ccc(NS(=O)(=O)c3cn(C)cn3)cc2C1=O	-6	-2.0	2.6	0.6	-2
51	Cc1ccc(OCC(=O)N(Cc2ccc(N(C)C)cc2)C2CCS(=O)(=O)C2)cc1C (centres undefined)	-3	-0.5	-1.1	-0.7	2
52	N#Cc1ccccc1OCC(=O)OCC(=O)NC1CCS(=O)(=O)C1 (centres undefined)	-2	0.7	0.1	-4.0	0

entry	phage Ecoli inh	SR-BI uptake up	Tat export inh	SR-BI DiI inh	MITF TRPM1 HTS
41	3.2	10	6	-10	-8
42	0.3	1	-3	-1	/
43	0.9	/	3	/	3
44	2.7	8	-6	-8	-11
45	1.5	-14	-7	14	8
46	3.5	10	-7	-10	1
47	2.5	-8	-10	8	-6
48	2.1	-5	-4	5	3
49	6.0	-24	-4	24	-8
50	1.3	28	7	-28	-2
51	1.9	3	10	-3	-13
52	0.2	29	-3	-29	-13

Another view of part of the listing above:
[50] C[C@H](CO)N1C[C@H](C)[C@@H](CN(C)C(=O)Nc2ccc3c(c2)OCO3)Oc2ccc(NS(=O)(=O)c3cn(C)cn3)cc2C1=O
  Wnt act = -6
  CAL PDZ FP-1 = -2.0
  AddAB inh = 2.6
  Ecoli viability = 0.6
  CAL PDZ FP-2 = -2
  phage Ecoli inh = 1.3
  SR-BI uptake up = 28
  Tat export inh = 7
  SR-BI DiI inh = -28
  MITF TRPM1 HTS = -2

[51] Cc1ccc(OCC(=O)N(Cc2ccc(N(C)C)cc2)C2CCS(=O)(=O)C2)cc1C (centres undefined)
  Wnt act = -3
  CAL PDZ FP-1 = -0.5
  AddAB inh = -1.1
  Ecoli viability = -0.7
  CAL PDZ FP-2 = 2
  phage Ecoli inh = 1.9
  SR-BI uptake up = 3
  Tat export inh = 10
  SR-BI DiI inh = -3
  MITF TRPM1 HTS = -13

Rows were taken by chance (roughly 3.6% active in at least one column).
